T cruzi growth: blocks T. cruzi growth in NIH3T3 culture | T. cruzi beta-gal in NIH3T3, GalScreen luminescence, 90 h | inhibition, % at 8.34 µM | 5.9% of 77,000 active | AID 624255;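 active = mean inhibition above about 93%, with at least 55% of replicates each passing it, limit read from the data, passing the limit was not always enough; inconclusive = only one of those two conditions holds; inactive = neither condition holds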
GASC1 inh: blocks human GASC-1 (KDM4C) demethylase activity; GST-KDM4C 2-372, H3K9me3 peptide, LANCE TR-FRET; inhibition, % at 12.5 µM; 0.15% of 96,000 active; AID 720574;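 active = mean replicate inhibition above about 25%, with at least 55% of replicates also reaching it, limit read from the data, passing the limit was not always enough; inconclusive = only one of those two conditions met; inactive = neither condition met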
Target sequence (Q9H3R0 2-372 limits assumed): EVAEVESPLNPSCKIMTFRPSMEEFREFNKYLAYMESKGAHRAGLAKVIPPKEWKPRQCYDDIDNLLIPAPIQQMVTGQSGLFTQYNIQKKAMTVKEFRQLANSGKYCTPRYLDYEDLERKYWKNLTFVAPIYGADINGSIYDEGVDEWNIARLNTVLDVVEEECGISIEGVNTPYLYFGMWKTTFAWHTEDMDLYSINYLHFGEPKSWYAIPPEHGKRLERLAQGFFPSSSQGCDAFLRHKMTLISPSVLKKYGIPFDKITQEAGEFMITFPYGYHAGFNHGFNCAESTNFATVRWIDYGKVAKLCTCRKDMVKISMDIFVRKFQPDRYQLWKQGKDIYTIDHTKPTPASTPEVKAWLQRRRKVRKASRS
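Assay system: GST-GASC-1 enzyme fragment 2-372 | Amount: 10 nM enzyme | Medium: HEPES buffer, pH 7.5, plus ascorbate | Reagent: H3K9me3 peptide substrate, Fe(II), 2-oxoglutarate | Doses: Single-point compound screen | Incubation: 30 min demethylation and 1 h detection at room temperature | Measured by: LANCE TR-FRET, excitation 340 nm, emissions 618 and 671 nm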
C diff HTS: inhibitors of Clostridium difficile growth. Clostridium difficile clinical isolate growth, OD600, 24 h; hits give low values. growth activity, negative = inhibition, % at 16 µg/mL (by protocol). 0.25% of 86,000 active;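 active = mean growth activity at or below -80% and every replicate also at or below -80%; inconclusive = mean at or below -80% but some replicate above -80%; inactive = mean growth activity above -80%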;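 also: 0% = DMSO wells and -100% = levofloxacin 16 µg/mL wells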
Pf Dd2 inh: blocks growth of Plasmodium falciparum Dd2 parasites. P. falciparum Dd2 growth, SYBR Green, 72 h; hits give low values. activity change, % at 10 µM. 2.3% of 94,000 active. AID 1159554; in the data active = activity change below about -80%; inconclusive = no clear call, values can overlap the other calls
* hit, by the source's call; ? = inconclusive; · = not tested or not shown; & = joins results of further samples.

smiles | T cruzi growth | GASC1 inh | C diff HTS | Pf Dd2 inh
C[C@H](CO)N1C[C@H](C)[C@H](CN(C)CC2CCCCC2)Oc2cc(C3=CCCC3)ccc2S1(=O)=O | 14 | -0.4 | · | -45
CCCC#Cc1ccc([C@H]2[C@@H](CO)N3C(=O)CN(C(=O)CN4CCOCC4)C[C@@H]23)cc1 | · | -1.3 | 11 | 19
C[C@@H]1CN([C@H](C)CO)S(=O)(=O)c2ccc(Br)cc2O[C@H]1CN(C)C(=O)c1ccc2c(c1)OCO2 | 55 | -0.6 | -4 | -6
CC(C)NC(=O)N(C)C[C@@H]1Oc2cc(C#Cc3ccccn3)ccc2S(=O)(=O)N([C@H](C)CO)C[C@H]1C | 35 | -0.7 | -3 | -51
C[C@H](CO)N1C[C@H](C)[C@H](CN(C)Cc2ccncc2)Oc2ccc(NC(=O)C3CC3)cc2C1=O | 44 | 2.0 | 0 | 1
COc1ccc(-c2ccc3c(c2)[C@H]2[C@H](CCN2S(=O)(=O)C2=NC(C)C=N2)[C@@H](CO)N3C)cc1 (stereo partly specified) | 101* | 0.6 | -5 | 15
COc1ccc2c3c(n(C)c2c1)[C@H](CO)N(S(C)(=O)=O)CC31CCN(C(=O)C2CCCC2)CC1 | · | -1.0 | -5 | -15
COc1ccc(C(=O)Nc2ccc3c(c2)C(=O)N(C)C[C@@H](OC)[C@@H](C)CN[C@H](C)CO3)cc1 | -42 | 0.3 | · | 23
O=C(C[C@H]1CC[C@@H]2[C@H](COC[C@@H](O)CN2CCc2ccccc2)O1)NCc1ccc(F)cc1 | -3 | -1.5 | · | -1
CCC(=O)N1[C@@H]2c3ccc(-c4ccccc4OC)c(=O)n3C[C@@H]2[C@@H](CO)[C@@H]1C(=O)NCCCN(C)C | 10 | -1.0 | -3 | ·
COCC#Cc1cnc2c(c1)C(=O)N([C@@H](C)CO)C[C@@H](C)[C@H](CN(C)C(=O)c1cccnc1)O2 | -6 | -1.0 | -2 | 40
CO[C@@H]1CN(C)C(=O)c2cc(NC(=O)NC(C)C)ccc2OC[C@@H](C)NC[C@@H]1C | 5 | -0.9 | 11 | 36
C[C@H](O)C#Cc1ccc([C@@H]2[C@@H](CO)N3CCCCN(S(=O)(=O)c4ccccc4)C[C@@H]23)cc1 | 24 | 0.4 | -4 | -16
CCNC(=O)C[C@H]1CC[C@@H]2[C@H](COC[C@@H](O)CN2Cc2ccncc2)O1 | 12 | 1.4 | 3&-1 | ·
COc1cccc(NC(=O)N(C)C[C@@H]2Oc3cc(/C=C/c4ccccc4)ccc3S(=O)(=O)N([C@@H](C)CO)C[C@@H]2C)c1 | · | -0.9 | -9 | -77

New compounds follow.
smiles | T cruzi growth | GASC1 inh | C diff HTS | Pf Dd2 inh
C[C@@H]1CN([C@@H](C)CO)S(=O)(=O)c2ccc(-c3cccnc3)cc2O[C@@H]1CN(C)C(=O)CN(C)C | 60 | -1.0 | 2 | 17
CO[C@@H]1CN(C)C(=O)c2cc(NS(=O)(=O)c3ccc(F)cc3)ccc2OC[C@H](C)NC[C@@H]1C | -34 | 1.2 | · | -4
C[C@@H]1CN([C@H](C)CO)C(=O)c2cc(NS(C)(=O)=O)ccc2O[C@@H]1CN(C)C(=O)NC1CCCCC1 | · | 0.4 | -2 | 4
CNC[C@H]1Oc2ccc(NC(=O)NC3CCCCC3)cc2C(=O)N([C@@H](C)CO)C[C@@H]1C | 46 | 0.3 | 1 | 10
C[C@@H]1CN([C@H](C)CO)C(=O)c2cc(C3=CCCCC3)cnc2O[C@@H]1CN(C)Cc1ccccc1 | 28 | 0.5 | 12 | -2
O=C(C[C@H]1CC[C@H](NS(=O)(=O)c2ccccc2)[C@@H](CO)O1)N1CCc2ccccc2C1 | 7 | 0.6 | -3 | 9
C[C@@H]1CN([C@@H](C)CO)C(=O)Cc2cc(NC(=O)C3CC3)ccc2O[C@@H]1CN(C)C(=O)NC1CCCCC1 | 8 | -0.9 | 1 | 28
C[C@H]1CN([C@@H](C)CO)C(=O)c2cc(NC(=O)Nc3ccc(F)cc3)ccc2O[C@H]1CN(C)C(=O)Nc1ccc(F)cc1 | 4 | 2.2 | 2 | -32
C[C@H](O)C#Cc1ccc2c(c1)O[C@@H](CN(C)Cc1cncnc1)[C@@H](C)CN([C@@H](C)CO)S2(=O)=O | 8 | 0.8 | 1 | 2
COc1ccc(NC(=O)Nc2cccc3c2O[C@@H](CN(C)C(=O)NC2CCCCC2)[C@@H](C)CN([C@@H](C)CO)C3=O)cc1 | 16 | 0.6 | -10 | -21
Cc1ccccc1S(=O)(=O)N1CCCCN2[C@H](CO)[C@H](c3ccc(-c4cccc(F)c4)cc3)[C@@H]2C1 | 81 | -1.7 | 29 | -14
CC(=O)N1CC2(C1)[C@@H](c1ccccc1)[C@@H](CO)N2Cc1cc(F)ccc1F | · | -1.2 | 1 | 14
CN1CCN(C(=O)C[C@H]2C[C@H]3c4cc(NC(=O)C5CCC5)ccc4O[C@H]3[C@H](CO)O2)CC1 | -27 | -0.3 | 1 | 31
CN(C)C(=O)c1cccc(-c2ccc([C@H]3[C@H](CO)N4C(=O)CN(C(=O)Cc5ccccc5)C[C@@H]34)cc2)c1 | · | 0.0 | 38 | 13
COc1ccc(S(=O)(=O)Nc2ccc3c(c2)C(=O)N([C@H](C)CO)C[C@@H](C)[C@@H](CN(C)C(=O)Cc2ccccc2)OCCCC[C@@H](C)O3)cc1 | 104 | -1.5 | 9 | -57

A draw from above in order of SMILES length, ascending.
smiles | T cruzi growth | GASC1 inh | C diff HTS | Pf Dd2 inh
CC(=O)N1CC2(C1)[C@@H](c1ccccc1)[C@@H](CO)N2Cc1cc(F)ccc1F | · | -1.2 | 1 | 14
CNC[C@H]1Oc2ccc(NC(=O)NC3CCCCC3)cc2C(=O)N([C@@H](C)CO)C[C@@H]1C | 46 | 0.3 | 1 | 10
Cc1ccccc1S(=O)(=O)N1CCCCN2[C@H](CO)[C@H](c3ccc(-c4cccc(F)c4)cc3)[C@@H]2C1 | 81 | -1.7 | 29 | -14

(list continues)
smiles | T cruzi growth | GASC1 inh | C diff HTS | Pf Dd2 inh
COc1cccc(NC(=O)N2CC(=O)N3[C@H](CO)[C@@H](c4ccc(C#CCC5CCCC5)cc4)[C@H]3C2)c1 | · | 7.5 | 62 | -91*
COc1ccc(CN(C)C[C@H]2OCCCC[C@H](C)Oc3ccc(NC(=O)Nc4cccc5ccccc45)cc3C(=O)N([C@H](C)CO)C[C@H]2C)cc1 | ? | -0.8 | -13 | -90*
C[C@@H]1CN([C@@H](C)CO)S(=O)(=O)c2ccc(-c3ccncc3)cc2O[C@@H]1CN(C)Cc1ccncc1 | 105* | 1.3 | -6 | 9
CCS(=O)(=O)N1CC(=O)N2[C@H](CO)[C@@H](c3ccc(-c4ccccc4)cc3)[C@H]2C1 | · | -1.4 | 0 | 15
CCNC(=O)C[C@@H]1CC[C@@H]2[C@H](COc3ccc(NC(=O)Nc4ccc(Cl)cc4)cc3C(=O)N2C)O1 | 18 | 0.5 | 2 | -47
Cc1ccc(S(=O)(=O)Nc2ccc3c(c2)C(=O)N([C@@H](C)CO)C[C@@H](C)[C@@H](CN(C)CC2CCCCC2)OCCCC[C@H](C)O3)cc1 | 26 | -1.7 | 0 | -39
CCNC(=O)C[C@H]1CC[C@H]2[C@H](COc3ccc(NC(=O)c4ccc5c(c4)OCO5)cc3C(=O)N2C)O1 | -8 | -1.3 | -18 | -19
CO[C@H]1CN(C)C(=O)c2ccc(NC(C)=O)cc2OC[C@H](C)N(Cc2ccc(F)cc2)C[C@@H]1C | 6 | 0.6 | · | -23
CN1C(=O)c2cc(NC(=O)C3CCC3)ccc2OC[C@@H]2O[C@@H](CC(=O)NCC3CCCCC3)CC[C@@H]21 | · | 1.7 | -9 | 2
C[C@@H]1CN([C@@H](C)CO)C(=O)c2cc(NS(=O)(=O)c3ccc(Cl)cc3)ccc2O[C@@H](C)CCCCO[C@H]1CN(C)C(=O)CCCN(C)C | 8 | 11 | -3 | 34
C[C@@H]1CN([C@@H](C)CO)C(=O)c2cc(-c3ccccc3F)cnc2O[C@@H]1CN(C)C(=O)NC1CCCCC1 | 90 | -0.2 | 5 | 16
O=C([C@H]1[C@H](CO)[C@H]2Cn3c(cccc3=O)[C@@H]1N2S(=O)(=O)c1ccccc1F)N1CCCCC1 | 15 | -2.7 | 10 | 9
CO[C@@H]1CN(C)C(=O)c2ccc(NC(=O)c3ccccc3F)cc2OC[C@@H](C)N(CC2CC2)C[C@@H]1C | 20 | 0.7 | -1 | -8
C[C@H]1CN([C@@H](C)CO)S(=O)(=O)c2ccc(C#CC3(O)CCCC3)cc2O[C@@H]1CN(C)C(=O)c1ccccc1 | 8 | 0.2 | -12 | -60
COCC(=O)N(C)C[C@@H]1Oc2cc(-c3ccc(C#N)cc3)ccc2S(=O)(=O)N([C@H](C)CO)C[C@@H]1C | · | -0.3 | -1 | -12

(listing goes on)
smiles | T cruzi growth | GASC1 inh | C diff HTS | Pf Dd2 inh
O=C(C[C@H]1CC[C@@H]2[C@H](COC[C@@H](O)CN2Cc2cc(F)ccc2F)O1)NCc1ccccc1 | -27 | 0.1 | · | -12
CC(C)NC(=O)N(C)C[C@H]1Oc2ncc(-c3cccc(C#N)c3)cc2C(=O)N([C@H](C)CO)C[C@@H]1C | -7 | 2.1 | 3 | -1
COc1ccc(NC(=O)N(C)C[C@H]2Oc3ccc(NS(=O)(=O)c4ccc(Cl)cc4)cc3CC(=O)N([C@@H](C)CO)C[C@@H]2C)cc1 | -1 | 0.1 | 12 | 1
COc1ccc(S(=O)(=O)Nc2ccc3c(c2)CC(=O)N([C@@H](C)CO)C[C@@H](C)[C@@H](CN(C)C(=O)Nc2c(C)noc2C)O3)cc1 | 21 | -1.1 | -2 | -6
C[C@@H](NC(=O)[C@H]1[C@H](CO)[C@H]2Cn3c(ccc(-c4ccncc4)c3=O)[C@@H]1N2C)c1ccccc1 | 7 | -1.4 | 1 | -2
C[C@H]1CN([C@@H](C)CO)C(=O)Cc2cc(NS(C)(=O)=O)ccc2O[C@@H]1CN(C)C(=O)Nc1cccc2ccccc12 | 6 | 2.0 | -3 | -10
O=C(C[C@@H]1CC[C@@H]2[C@H](COC[C@H](O)CN2S(=O)(=O)c2ccccc2Cl)O1)NCc1ccccc1Cl | 44 | 0.3 | · | -5
COCC(=O)Nc1ccc2c(c1)[C@@H]1C[C@@H](CC(=O)NCc3ccccc3)O[C@H](CO)[C@@H]1O2 | 4 | 1.3 | · | -72
C[C@@H]1CN([C@@H](C)CO)C(=O)Cc2cc(NS(=O)(=O)c3cn(C)cn3)ccc2O[C@@H]1CN(C)Cc1ccc(Cl)c(Cl)c1 | 69 | 9.1 | -12 | 11
COc1ccc(S(=O)(=O)Nc2ccc3c(c2)CC(=O)N([C@H](C)CO)C[C@@H](C)[C@@H](CN(C)Cc2ccc(C(=O)O)cc2)O3)cc1 | -5 | 0.1 | -6 | 5
CC(C)NC(=O)N(C)C[C@@H]1OCCCC[C@@H](C)Oc2ccc(NS(=O)(=O)c3ccc(F)cc3)cc2C(=O)N([C@H](C)CO)C[C@H]1C | 4 | 14 | -5 | ·
CCS(=O)(=O)NCC[C@@H]1CC[C@@H](NC(=O)Nc2cc(Cl)cc(Cl)c2)[C@@H](CO)O1 | 29 | -0.3 | · | -16
CNC[C@@H]1Oc2ccc(NC(=O)Cn3cnnn3)cc2C(=O)N([C@@H](C)CO)C[C@H]1C | 23 | -1.6 | -2 | 25
C[C@H](CO)N1C[C@H](C)[C@H](CN(C)Cc2ccc3c(c2)OCO3)OCc2cnnn2CCCC1=O | -25 | 0.0 | · | 1
CC(=O)N(C)C[C@H]1Oc2cc(C#Cc3cccnc3)ccc2S(=O)(=O)N([C@@H](C)CO)C[C@@H]1C | 9 | 0.2 | -4 | -1

Remaining list, next part:
smiles | T cruzi growth | GASC1 inh | C diff HTS | Pf Dd2 inh
CCCNC(=O)C[C@@H]1CC[C@H]2[C@@H](COC[C@@H](O)CN2C(=O)c2ccc(F)cc2)O1 | -72 | 4.0 | 0&-7 | 10
COCCNC(=O)C[C@H]1C[C@H]2c3cc(NC(=O)Nc4ccccc4F)ccc3O[C@H]2[C@@H](CO)O1 | 9 | 3.6 | -1 | 13
CN(C)C(=O)c1ccc(-c2ccc3c(c2)[C@H]2[C@H](CCN2C(=O)C2CCOCC2)[C@@H](CO)N3C)cc1 | 101* | 1.7 | 1 | 4
C[C@@H]1CCCCO[C@@H](CN(C)C(=O)Cc2ccccc2)[C@@H](C)CN([C@H](C)CO)C(=O)c2cc(NS(=O)(=O)c3ccccc3)ccc2O1 | · | 13 | 4 | -50
Cc1noc(C)c1S(=O)(=O)Nc1ccc2c(c1)C(=O)N([C@@H](C)CO)C[C@@H](C)[C@@H](CN(C)C(=O)Nc1ccccc1)OCCCC[C@@H](C)O2 | 31 | -1.0 | 0 | -72
CCNC(=O)C[C@H]1CC[C@@H]2[C@@H](COc3ccc(NC(=O)Nc4cccc(C)c4)cc3C(=O)N2C)O1 | 30 | -0.2 | 0 | -12
Cc1noc(C)c1S(=O)(=O)Nc1ccc2c(c1)C(=O)N([C@H](C)CO)C[C@H](C)[C@@H](CN(C)Cc1ccccc1)O2 | -23 | 11 | -1 | 13

Screening results as filed in PubChem.
